# A-T KAP1 phos – candidate therapy for ataxia-telangiectasia; AID 485349; […] A-T fibroblasts, KAP-1 phosphorylation AlphaLISA; neocarzinostatin DNA damage 30 min before lysis; hit rate 0.19% among 320,000; Potency, µM (highest dose often 57.5 µM), for inactives: at the highest dose activation, most hits filed as activators; further: potency means the concentration at half of the fitted maximal effect; % of control where 0% means no effect; nearly all actives have a fitted effect of over 45% in size
#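 hTERT-immortalized A-T patient fibroblasts ([…]), 500 cells/well in OPTI-MEM, 1% FBS, got compounds for 60 min, then NCS for 30 min at 37C. Lysates were then assayed for phospho-KAP-1 by AlphaLISA (anti-pKAP1 donor, anti-KAP1 acceptor beads), 6 hr at 25C.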
# MBNL1-CUG inh – MBNL1-poly(CUG) RNA binding inhibition. Q9NR56. TR-FRET MBNL1-His/biotin-(CUG)12 binding, 665/545 ratio. Potency, µM (highest dose often 57.5 µM), for the others: at the highest dose activity change, negative = inhibition, hits mostly inhibitors. hit rate 0.036% among 280,000. AID 2675; active means well fitted inhibition curve with a large enough effect in the signal ratio, with a control signal flat, not every such curve was filed as active; inconclusive means small, poorly fitted or top-dose-only effect, or effect the other way, or a change in a side signal; inactive means no such curve, though single readings can be large or run the other way; the % refers to the signal ratio; further: potency means the concentration at half of the fitted maximal effect; on the % scale 0 is the no-effect control and ±100 the full control effect
# Target sequence (Q9NR56 whole entry, looked up): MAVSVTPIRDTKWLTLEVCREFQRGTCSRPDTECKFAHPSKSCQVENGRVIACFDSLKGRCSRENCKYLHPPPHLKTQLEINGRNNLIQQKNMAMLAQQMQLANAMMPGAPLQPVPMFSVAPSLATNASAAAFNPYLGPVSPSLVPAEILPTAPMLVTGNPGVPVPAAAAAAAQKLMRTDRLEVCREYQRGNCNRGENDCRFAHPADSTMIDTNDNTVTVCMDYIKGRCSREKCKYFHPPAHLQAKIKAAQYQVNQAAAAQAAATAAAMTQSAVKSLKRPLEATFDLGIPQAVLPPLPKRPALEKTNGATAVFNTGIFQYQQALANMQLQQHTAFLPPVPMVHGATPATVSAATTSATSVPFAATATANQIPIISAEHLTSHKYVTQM
#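 TR-FRET between His-tagged MBNL1 and biotin-(CUG)12 RNA, detected with Tb anti-His antibody (0.055 ng/ul) and streptavidin-XL665 (5 nM), 60 min at room temperature. Compounds titrated 92 nM to 58 uM; 665/545 nm ratio normalized to buffer and complex controls.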
# PTAP TSG101 blk – blocks PTAP/TSG101 interaction to inhibit HIV-1 budding | Q99816 | Fluorescence polarization, FITC-PTAP peptide / Tsg101 binding | Potency, µM (top dose mostly 115 µM), for inactives: at the top dose activity change, negative = inhibition, actives largely listed as inhibitors | 340,000 tested, under 10 active | AID 493005; active means well fitted inhibition curve with a large enough effect in the main read-out, with a control signal flat, not every such curve was filed as active; inconclusive means small, poorly fitted or top-dose-only effect, or effect the other way, or a change in a side signal; inactive means no such curve, though single readings can be large or run the other way; further: potency means the concentration at half of the fitted maximal effect; % of control where 0% means no effect
#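 Tsg101 binding domain (10 uM final) was mixed with compound and a FITC-labeled PTAP peptide (50 nM final) in HEPES pH 7.5 buffer with NaCl, Tween 20, EDTA and TCEP; fluorescence polarization was read after 20 min at r.t.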
# Mito fusion act – mitochondrial division inhibition or fusion activation; hit rate 0.23% among 320,000; Potency, µM (titrated, usually from 46.1 µM), without a hit: at the highest dose growth rescue (activation), actives largely listed as activators; S. cerevisiae fusion-defective mutant growth rescue, CellTiterGlo 48 h; AID 485298;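 further: potency means the concentration at half of the fitted maximal effect; % of control where 0% means no effect; nearly all actives have a fitted effect of over 45% in size; temperature-sensitive fusion mutants such as fzo1-1 at 37 °C on non-fermentable ethanol glycerol medium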
#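 Yeast fusion mutant, YPEG (non-fermentable carbon), compound, 48 h at 37C non-permissive; CellTiterGlo added, 10 min RT, luminescence read. Rescued growth = division inhibition.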
# MLL CXXC-DNA inh – blocks binding of human MLL CXXC domain to DNA; Q03164; MLL-CXXC / FITC-HOXA9 DNA fluorescence polarization; Potency, µM (doses to about 115 µM), without a hit: at the highest dose activity change, negative = inhibition, usual class: inhibitors; hit rate 0.037% among 290,000; AID 2662; active means well fitted inhibition curve with a large enough effect in the polarisation, with a control signal flat, not every such curve was filed as active; inconclusive means small, poorly fitted or top-dose-only effect, or effect the other way, or a change in a side signal; inactive means no such curve, though single readings can be large or run the other way; the % refers to the polarisation; further: potency means the concentration at half of the fitted maximal effect
#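 Steps: dispense CXXC domain solution (7 uM) → pin compounds or unlabeled HOX-A9 DNA control → 5 min ambient → add FLSN-HOX-A9 solution (50 nM) → spin → 30 min ambient → fluorescence polarization. Tris pH 7.5/NaCl/DTT/BSA buffer.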
# Menin-MLL TR inh – displaces Texas Red mutant MLL peptide from human menin; O00255; Potency, µM (top dose mostly 61.6 µM), without a hit: at the top dose FP activity change, negative = inhibition, most hits filed as inhibitors; Menin + Texas Red MLL mutant peptide, fluorescence polarization; hit rate 0.23% among 270,000; active means well fitted inhibition curve with a large enough effect in the polarisation, with a control signal flat, not every such curve was filed as active; inconclusive means small, poorly fitted or top-dose-only effect, or effect the other way, or a change in a side signal; inactive means no such curve, though single readings can be large or run the other way; the % refers to the polarisation; further: potency means the concentration at half of the fitted maximal effect; % of control where 0% means no effect; many of its hits are not listed in these tables
# Target sequence (O00255 whole entry, looked up): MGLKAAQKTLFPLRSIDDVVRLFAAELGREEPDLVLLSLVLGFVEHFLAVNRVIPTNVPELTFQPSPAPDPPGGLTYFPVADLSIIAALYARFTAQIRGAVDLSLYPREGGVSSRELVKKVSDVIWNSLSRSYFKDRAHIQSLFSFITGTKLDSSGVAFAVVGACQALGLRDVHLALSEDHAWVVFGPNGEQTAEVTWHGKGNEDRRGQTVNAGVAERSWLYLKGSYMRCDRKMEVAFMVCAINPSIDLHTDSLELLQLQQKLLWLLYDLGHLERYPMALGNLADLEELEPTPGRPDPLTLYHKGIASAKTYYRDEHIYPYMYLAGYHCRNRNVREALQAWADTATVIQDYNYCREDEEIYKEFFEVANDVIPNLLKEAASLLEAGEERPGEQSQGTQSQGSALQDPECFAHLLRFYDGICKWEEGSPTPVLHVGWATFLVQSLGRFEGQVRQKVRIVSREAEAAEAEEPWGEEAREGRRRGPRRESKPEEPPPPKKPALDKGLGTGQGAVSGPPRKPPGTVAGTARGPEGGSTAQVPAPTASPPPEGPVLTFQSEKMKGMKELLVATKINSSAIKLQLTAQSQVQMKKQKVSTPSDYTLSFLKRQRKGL
# TCR act – T cell receptor activation | primary human leukocytes, anti-CD3, IL-2 HTRF, 48 h | Potency, µM (highest dose often 9.22 µM), inactives show at the top dose activation of IL-2 secretion, hits mostly activators | 330,000 tested, under 10 active; further: % of control where 0% means no effect
#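 Using a-CD3 beads without co-stimulation, primary human leukocytes were exposed to compounds for 48 hr. An HTRF IL-2 kit measured the cytokine, with europium-to-d2 energy transfer producing emission at 665nm upon 320nm excitation.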
# a7 integrin act – activators of alpha7 integrin expression for muscular dystrophy; Potency, µM (top dose mostly 38.3 µM), inactives show top-dose activation, most hits filed as activators; AID 624291; alpha7betagal myoblasts, beta-gal FDG fluorescence, 48 h; hit rate 0.064% among 350,000;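 further: potency means the concentration at half of the fitted maximal effect; 100% = response of the positive control SU9516; nearly all actives have a fitted effect of over 60% in size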
#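 alpha7betagal+/- myoblasts (passage 13, 250/well) treated 48 h at 37C with compounds at 1:260 dilution of DMSO stock. Lysed, then beta-galactosidase activity read as FDG fluorescence (ex 480/em 540) after 30 min, with pre-read for autofluorescence.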
# S-ASM inh – blocks human secretory acid sphingomyelinase | Potency, µM (series often up to 57.5 µM), for the others: at the top dose activity change, negative = inhibition, actives largely listed as inhibitors | AID 504937 | P17405 | placental ASM, HMU-PC fluorogenic substrate, 60 min | hit rate 0.006% among 340,000; further: potency means the concentration at half of the fitted maximal effect
#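 qHTS format. ASM enzyme prepared from human placenta hydrolyses the fluorogenic substrate HMU-PC0 (9 uM final) over 60 min at 37 °C after a 10 min compound preincubation.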
# TSHR antag – human thyrotropin receptor antagonism. P16473. TSHR-expressing cells, TSH-stimulated cAMP HTRF, 2 h; stronger effect = lower value. activity change, negative = inhibition, % at 11.5 µM. hit rate 0.2% among 330,000. AID 504810;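 active means activity change below a set negative limit, meaning inhibition stronger than a set level, cut at about -70% in these data; inconclusive means activity change between two set negative limits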; further: on the % scale 0 is the no-effect control and ±100 the full control effect
#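 TSHR-expressing cells, 200/well, pre-treated with compound, then stimulated with EC80 TSH (4nM final) for 2 hours at 37 deg C. cAMP measured by competitive HTRF: anti-cAMP cryptate antibody in lysis buffer plus cAMP-d2, read after 30 minutes at room temperature.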
# An asterisk follows results filed as active; ? = inconclusive; nt = no result given; & = joins results of further samples; [ ] = remark or other dose. Unless noted, the call rests on the fitted dose curve; in most records, active means well fitted curve in the direction sought with a large enough effect; inconclusive means small, poorly fitted or top-dose-only effect, or another doubt; inactive means no such curve, though single readings can be large; an effect the other way counts as inactive or inconclusive. A portion of the library (hit frequency here may not be typical).
# A first look, 3 compounds:
SMILES,A-T KAP1 phos,MBNL1-CUG inh,PTAP TSG101 blk,Mito fusion act,MLL CXXC-DNA inh,Menin-MLL TR inh,TCR act,a7 integrin act,S-ASM inh,TSHR antag
Cc1cccc(-c2ccc3c(c2)C2CC3CCN2C)c1 (stereo not drawn),nt,nt,0%,nt,nt,nt,-1%,-11%,-3%,nt
Cc1nc(NCCCN2CCOCC2)c2cnn(-c3ccccc3)c2n1,nt,nt,-4%,nt,nt,nt,1%,-6%,5%,nt
CCCn1nc(C(=O)Nc2cc(OCC)c(N3CCOCC3)cc2OCC)c2ccccc2c1=O,nt,nt,-3%,nt,nt,nt,7%,-1%,-9%,nt

# Results, from the start:
SMILES,A-T KAP1 phos,MBNL1-CUG inh,PTAP TSG101 blk,Mito fusion act,MLL CXXC-DNA inh,Menin-MLL TR inh,TCR act,a7 integrin act,S-ASM inh,TSHR antag
Cc1cccc(-c2ccc3c(c2)C2CC3CCN2C)c1 (stereo not drawn),nt,nt,0%,nt,nt,nt,-1%,-11%,-3%,nt
Cc1nc(NCCCN2CCOCC2)c2cnn(-c3ccccc3)c2n1,nt,nt,-4%,nt,nt,nt,1%,-6%,5%,nt
CCCn1nc(C(=O)Nc2cc(OCC)c(N3CCOCC3)cc2OCC)c2ccccc2c1=O,nt,nt,-3%,nt,nt,nt,7%,-1%,-9%,nt
CN(C)Cc1ccccc1Sc1ccc(O)cc1O,-4%,0%,-2%,3%,0%,0%,3%[46.1 µM],28%,2%,11
Nc1cc(S(=O)(=O)N2CCOCC2)ccc1Oc1ccc(F)cc1,0%,-4%,-5%,6%,5%,2%,-3%,?,4%,5
O=C(CCCOc1ccc(Cl)cc1Cl)N1CCCc2ccccc21,-4%,1%,-9%,24%,14%,6%,0%,-14%,-2%,-19
O=C(Cn1nnc2ccccc2c1=O)Nc1ccc(S(=O)(=O)N2CCOCC2)cc1,-2%,2%,-5%,0%,2%,?,-5%,-14%,0%,-3
NC(=O)C1CCN(C(=O)c2cc(S(=O)(=O)N3CCN(c4ccccc4)CC3)ccc2Cl)CC1,nt,nt,-5%,nt,nt,nt,-4%,-25%,-1%,nt
CCc1nn2c(N)c(/C=C3\C=Nc4ccccc43)c(=O)nc2s1,-4%&-7%,?,2%&0%,3%&20%,-5%&-1%,8%,-7%,?,6%&1%,-8&-3
COc1cc(SC)ccc1C(=O)Nc1nc(C)cc(C)n1,15%,-7%,6%,4%,1%,-13%,-3%,?,0%,2
O=C(NNC1CC(=O)N(c2ccccc2)C1=O)c1ccco1 (stereo not drawn),4%,3%,0%,-1%,1%,5%,2%,-15%,8%,-1
CCN1CCN(C(=S)Nc2ccc3nc4n(c(=O)c3c2)CCCCC4)CC1,-2%,-1%,0%,-7%,6%,-8%,9%,-45%[inhibitor],3%,-2
Cc1ccc(OCC(=O)NC2=NCCS2)cc1,-5%,-9%,-3%,1%,-1%,15%,2%,17%,5%,9
O=C(CN1CCN(Cc2ccc3c(c2)OCO3)CC1)Nc1ccc2c(c1)OCCO2,9%,3%,-3%,-7%,3%,-5%,8%,-11%,2%,2
O=C(Cn1cnc2ccccc2c1=O)NCCC(=O)Nc1ccccc1C(F)(F)F,5%,3%,-4%,-8%,-2%,1%,-7%,-8%,16%,16
Cc1cccc(NC(=O)CSc2nc3sc(C)cc3c(=O)n2C)c1,nt,nt,-3%,nt,nt,nt,-1%,0%,-2%,nt
CSCC[C@@H](Nc1nc(-c2ccccc2)nc2c1oc1ccccc12)C(=O)O,4%,-2%,-6%,-2%,-23%,?,-6%,-8%,10%,-12
Cc1ccc2c(CC(=O)N3CCN(S(=O)(=O)c4ccccc4)CC3)coc2c1,-5%,nt,1%,10%,nt,nt,2%,12%,-3%,5
COc1ccc(C)cc1NC(=O)c1cc(S(=O)(=O)N2CCCCC2)ccc1N1CCOCC1,3%,nt,-3%,24%,nt,nt,-15%,?,-4%,-13
Cc1nc(Sc2cccn2C)c(C(F)(F)F)c(=O)[nH]1,nt,-14%,-4%,1%,-3%,9%,-7%,-5%[7.66 µM],-2%,-1
C(=N\n1cnnc1)/c1ccc2c(c1)OCCO2,1%,18%,-1%,-1%,-1%,0%,4%,8%,-2%,6
COc1cccc(NC(=O)CCC2CCN(C(=O)c3c(C)noc3C)CC2)c1,-1%,-10%,-8%,-1%,-2%,10%,3%,21%,-7%,-3
CCc1ccc(-c2nn(Cc3ccccc3)cc2C(=O)NCC2CCCO2)cc1 (stereo not drawn),2%,nt,-3%,6%,nt,nt,-1%,-20%,1%,-2
COc1ccc(CC(=O)O/N=C(\N)c2ccccn2)cc1OC,-4%,-2%,-5%,0%,29%,nt,1%,7%,-1%,19
CCCC(=O)c1cc(F)c(N2CCN(C(=O)OCC)CC2)cc1C,-2%,-2%,-6%,7%,9%,-14%,-4%,-3%,10%,-16
Clc1ccc(N2CCN(/N=C/c3cccnc3)CC2)cc1,-5%,10%,-4%,-13%,-9%,-13%,-4%,0%,-7%,-6
O=C(NCc1ccco1)c1ccc(C(=O)NCc2ccco2)s1,3%,1%,-3%,0%,1%,nt,2%,-10%,4%,-11
NC(=O)c1nc(-c2ccco2)nc2c1[nH]c(=O)n2-c1ccc(Cl)c(Cl)c1,44%,-19%,2%,-3%,15%,nt,3%,7%,nt,6
N/C(=N\OC(=O)CC1CCCCC1)c1ccc(Cl)cc1,28%,-7%,0%,3%,5%,nt,nt,8%,-3%,-15
Cc1ccccc1OCC(=O)N(CC(C)C)c1c(N)n(CC(C)C)c(=O)[nH]c1=O,-3%,nt,-1%,3%,-2%,nt,7%,-39%,7%,19
COc1cc(C(=O)Nc2nnc(C3CC3)s2)ccc1OCc1c(C)noc1C,0%,-3%,-2%,-1%,8%,-14%,-1%,0%,1%,9
CC(=O)N1CCN(c2ccc(NC(=O)c3ccc([N+](=O)[O-])cc3)cc2)CC1,5%,?,0%,-1%,-3%,15%,-3%,-4%,-1%,1
C=CCn1c(=NC(=O)c2cc(Cl)sc2Cl)sc2cc(S(N)(=O)=O)ccc21,-3%,56%[activator],7%,11%,40%[activator],7%,-10%[46.1 µM],5%,-5%,-16
COc1ccc(C2=CSC3=NCCN23)cc1Cl,-2%,-3%,1%,-14%,-1%,69%[activator],1%,0%,-2%,-44
Cc1cccc(CCNC(=O)CCS(=O)(=O)c2ccc(Br)cc2)c1,5%,-4%,-4%,4%,10%,-6%,8%,5%,-3%,10
CCN(CC)C(=O)c1ccc(Nc2nnc(C)c3ccccc23)cc1,-1%,8%,-6%,-6%,1%,?,-4%[46.1 µM],24%,1%,-4
Cc1ccc(SCCC(=O)OC(C)C(=O)Nc2ccccc2)cc1 (stereo not drawn),0%,nt,-2%,-8%,nt,nt,-1%,7%,-1%,13
Cc1cc(C)n2nc(SCC(=O)NC(=O)c3ccccc3Cl)nc2n1,-6%,nt,-6%,3%,nt,nt,-10%,33%,4%,-3
CCOc1cc(C(=O)N/N=C\c2cn(CC)nc2C)cc(OCC)c1OCC,0%,?,-1%,-1%,13%,-17%,-2%[46.1 µM],-3%,-1%,-9
CCCNc1nc(-c2ccccc2)c(C(=O)OCC)cc1C#N,-8%,0%,-6%,?,-4%,6%,3%,1%,54%[activator],16
CCn1c(SCC(=O)Nc2ncc(C(F)(F)F)cc2Cl)nnc1-c1cccc(C)c1,3%,2%,-4%,1%,2%,-11%,3%[46.1 µM],-4%,6%,-11
COc1ccc(CCCc2nnc(SCC(=O)Nc3nc(C)cs3)n2C)cc1,3%,-1%,-9%,-5%,2%,?,-9%,-22%,1%,-13
COc1ccc2nc(NC(=O)C3CCN(S(=O)(=O)c4cnc[nH]4)CC3)sc2c1,7%,-11%,-1%,2%,6%,-9%,-3%,-12%,-13%,2
O=[N+]([O-])c1ccc(S(=O)(=O)NN=Cc2ccc3c(c2)OCO3)cc1,nt,nt,-2%,nt,nt,nt,-2%,10%,-3%,nt
